Screens: PubChem, Broad Institute
TcdB GH inh: inhibitors of Clostridioides difficile toxin B glycohydrolase. TcdB glycohydrolase enzymatic assay, plate reader. P18177. inhibition, % at 9.99 µM. 350,000 compounds, 0.24% hits; in the data active = inhibition above about 10%
* hit, by the source's call; & = joins results of further samples. This is a subset; the hit share may differ from the screen's.

structure,TcdB GH inh
COc1ccc(NC(=O)N(C)C[C@H]2OCCCC[C@H](C)Oc3ccc(NS(=O)(=O)c4cn(C)cn4)cc3C(=O)N([C@@H](C)CO)C[C@@H]2C)cc1,0.6
C[C@@H]1CN([C@@H](C)CO)C(=O)c2cc(N(C)C)ccc2O[C@H]1CN(C)C(=O)Nc1ccc(F)cc1,-2.1
C[C@H](CO)N1C[C@H](C)[C@@H](CN(C)Cc2cncnc2)Oc2cc(-c3ccccc3F)ccc2S1(=O)=O,0.6
COc1ccccc1-c1ccc([C@@H]2[C@@H](CO)N3CCCCN(C(=O)CN4CCOCC4)C[C@H]23)cc1,0.2
CC(C)NC(=O)N(C)C[C@@H]1Oc2ccc(NC(=O)CCCN(C)C)cc2CC(=O)N([C@@H](C)CO)C[C@H]1C,0.7
Cc1ccc(S(=O)(=O)N(C)C[C@H]2Oc3c(cccc3N(C)C)C(=O)N([C@H](C)CO)C[C@@H]2C)cc1,-8.7
O=C(C[C@@H]1C=C[C@@H](NC(=O)C2CCC2)[C@@H](CO)O1)NCC1CC1,-0.1
COc1ccccc1NC(=O)N[C@H]1CC[C@@H](CC(=O)N[C@@H](C)c2ccccc2)O[C@H]1CO,0.7

For reference, part of the list above:
structure,TcdB GH inh
COc1ccccc1-c1ccc([C@@H]2[C@@H](CO)N3CCCCN(C(=O)CN4CCOCC4)C[C@H]23)cc1,0.2
CC(C)NC(=O)N(C)C[C@@H]1Oc2ccc(NC(=O)CCCN(C)C)cc2CC(=O)N([C@@H](C)CO)C[C@H]1C,0.7
Cc1ccc(S(=O)(=O)N(C)C[C@H]2Oc3c(cccc3N(C)C)C(=O)N([C@H](C)CO)C[C@@H]2C)cc1,-8.7
O=C(C[C@@H]1C=C[C@@H](NC(=O)C2CCC2)[C@@H](CO)O1)NCC1CC1,-0.1
COc1ccccc1NC(=O)N[C@H]1CC[C@@H](CC(=O)N[C@@H](C)c2ccccc2)O[C@H]1CO,0.7

Later entries
structure,TcdB GH inh
CCC(=O)Nc1ccc2c(c1)C(=O)N(C)C[C@@H](OC)[C@@H](C)CN(CCc1ccccc1)[C@@H](C)CO2,0.1
Cc1ccc(S(=O)(=O)Nc2ccc3c(c2)CC(=O)N([C@H](C)CO)C[C@H](C)[C@H](CN(C)Cc2ccc(Oc4ccccc4)cc2)O3)cc1,0.1
Cc1cccc(-c2ccc(C3[C@@H]4CN(Cc5ccccc5)C[C@H]3N4)cc2)c1 (stereo partly specified),1.1
C[C@@H]1CN([C@H](C)CO)C(=O)Cc2cc(NS(C)(=O)=O)ccc2O[C@@H]1CN(C)Cc1ccc(C(F)(F)F)cc1,2.0
Cc1noc(C)c1NC(=O)Nc1ccc2c(c1)C(=O)N([C@H](C)CO)C[C@H](C)[C@H](CN(C)C(=O)Nc1ccc3c(c1)OCO3)OCCCC[C@@H](C)O2,-0.1
COCC(=O)N1CCCCN2[C@@H](CO)[C@H](c3ccc(-c4ccc(F)cc4)cc3)[C@@H]2C1,-0.7
N#C[C@H]1[C@@H](c2ccc(C#Cc3cccc(F)c3)cc2)[C@@H](CO)N1C(=O)C1CCOCC1,0.5
O=S(=O)(N[C@H]1CC[C@H](CCNS(=O)(=O)c2ccccc2Cl)O[C@H]1CO)c1ccccc1,-1.6
Cc1ccc(-c2cnc3c(c2)C(=O)N([C@H](C)CO)C[C@H](C)[C@H](CN(C)C(=O)Cc2ccncc2)O3)cc1,-0.2
CO[C@@H]1CN(C)C(=O)c2ccc(NC(=O)CC(F)(F)F)cc2OC[C@@H](C)N(C(C)=O)C[C@@H]1C,-0.1
O=C(C[C@H]1CC[C@@H]2[C@H](COC[C@H](O)CN2S(=O)(=O)c2cccc(Cl)c2)O1)N1CCOCC1,1.0
CCC(=O)N1CCCCN2[C@H](C1)[C@H](c1ccc(C#CCOC)cc1)[C@@H]2CO,0.9
CS(=O)(=O)Nc1ccc2c(c1)[C@H]1C[C@@H](CC(=O)NCc3ccncc3)O[C@H](CO)[C@H]1O2,0.3
O=C(Nc1ccc(F)cc1)N1C[C@H]2[C@@H](c3ccccc31)[C@@H](CO)N2Cc1cocn1,-4.7
C[C@@H]1CN([C@@H](C)CO)C(=O)c2cccc(NC(=O)Nc3ccc4c(c3)OCO4)c2O[C@@H]1CN(C)CC1CCCCC1,1.5
CN(C)CC(=O)N[C@H]1CC[C@H](CC(=O)O)O[C@@H]1CO,1.7
C[C@H](CO)N1C[C@H](C)[C@H](CN(C)S(=O)(=O)c2cn(C)cn2)Oc2ccc(NC(=O)Cc3ccccc3)cc2C1=O,-1.1
CCCNC(=O)N1C[C@H](O)COC[C@H]2O[C@H](CC(=O)N[C@@H]3CCN(Cc4ccccc4)C3)CC[C@@H]21,-0.1
COc1ccc(NC(=O)N2CC[C@@H]3[C@H]2c2cc(-c4cccc(C(=O)N(C)C)c4)ccc2N(C)[C@H]3CO)cc1,0.5
C[C@@H]1CN([C@@H](C)CO)C(=O)c2cc(NC(=O)Nc3ccccc3)ccc2O[C@H]1CN(C)CC1CCCCC1,1.0
COc1ccc(S(=O)(=O)N(C)C[C@H]2Oc3ncc(/C=C/c4ccccc4)cc3C(=O)N([C@H](C)CO)C[C@H]2C)cc1,0.0
C[C@H](CO)N1C[C@H](C)[C@@H](CN(C)C(=O)NC2CCCC2)Oc2ncc(-c3ccccc3F)cc2C1=O,-0.3
COc1ccc(S(=O)(=O)Nc2ccc3c(c2)C(=O)N([C@H](C)CO)C[C@@H](C)[C@@H](CN(C)S(=O)(=O)c2ccc(F)cc2)O3)cc1,1.1
Cc1noc(C)c1S(=O)(=O)Nc1cccc2c1O[C@@H](CN(C)Cc1ccccc1)[C@@H](C)CN([C@H](C)CO)C2=O,-0.2
CC=Cc1ccc2n(c1=O)C[C@@H]1[C@@H](CO)[C@H](C(=O)NC3CCC3)N(CCC(F)(F)F)[C@H]21 (mixture of isomers),-2.7
C[C@H](CO)N1C[C@H](C)[C@H](CN(C)C(=O)Nc2ccccc2)Oc2ccc(NC(=O)CCC(F)(F)F)cc2C1=O,-9.1
O=C(Nc1ccc2c(c1)OCO2)N[C@H]1CC[C@@H](CCNC(=O)C2CCCC2)O[C@H]1CO,-3.1
CCN1[C@@H]2c3ccc(-c4ccccc4)c(=O)n3C[C@@H]2[C@@H](CO)[C@@H]1C(=O)NCc1ccccc1,0.4
CO[C@H]1CN(C)C(=O)c2cc(NC(=O)C3CC3)ccc2OC[C@@H](C)N(Cc2cccnc2)C[C@@H]1C,-0.1
COCc1cn(CC[C@H]2CC[C@H](NC(=O)Cc3cccnc3)[C@@H](CO)O2)nn1,-2.4
O=C1CN(S(=O)(=O)Cc2ccccc2)C[C@@H]2[C@@H](c3ccc(C#Cc4ccc(F)cc4)cc3)[C@@H](CO)N12,0.0
C[C@@H]1CN([C@H](C)CO)C(=O)c2cc(NS(=O)(=O)c3ccc(Cl)cc3)ccc2O[C@H]1CN(C)Cc1ccc(Oc2ccccc2)cc1,0.2
CCC(=O)N(C)C[C@@H]1Oc2cc(C#CCC3CCCC3)ccc2S(=O)(=O)N([C@H](C)CO)C[C@@H]1C,-0.9
C[C@H](CO)N1C[C@H](C)[C@@H](CN(C)Cc2ccc(F)cc2)Oc2ncc(C3=CCCC3)cc2C1=O,0.3
COc1ccc2c3c([nH]c2c1)[C@@H](CO)N(Cc1ccccc1)CC31CN(C(C)=O)C1,0.2
C[C@@H]1CN([C@H](C)CO)S(=O)(=O)c2ccc(-c3cncnc3)cc2O[C@H]1CN(C)Cc1cccnc1,0.4
C[C@H](CO)N1C[C@H](C)[C@@H](CN(C)S(=O)(=O)c2ccc(Cl)cc2)Oc2ccc(NC(=O)Nc3ccccc3)cc2CC1=O,-1.0
CC(C)NC(=O)N(C)C[C@H]1Oc2ccc(NC(=O)CCCN(C)C)cc2C(=O)N([C@H](C)CO)C[C@H]1C,-1.3
COc1cccc(-c2ccc3c(c2)O[C@H](CN(C)C(=O)C2CCCCC2)[C@H](C)CN([C@@H](C)CO)S3(=O)=O)c1,0.1
COc1ccccc1S(=O)(=O)N[C@@H]1CC[C@@H](CC(=O)N2CCCCC2)O[C@H]1CO,-1.5
CC(=O)Nc1ccc2c(c1)C(=O)N(C)[C@H]1CC[C@@H](CC(=O)NCC3CC3)O[C@@H]1CO2,-0.4
C[C@H](CO)N1C[C@H](C)[C@@H](CN(C)C)OCCCC[C@H](C)Oc2ccc(NC(=O)c3ccccc3)cc2C1=O,-9.6
COc1cccc(-c2ccc3n(c2=O)C[C@H]2[C@H](CO)[C@@H](C(=O)NC4CCC4)N(S(C)(=O)=O)[C@@H]32)c1,1.4
C[C@H]1CN([C@@H](C)CO)C(=O)c2cccc(NC(=O)CCCCCC(=O)Nc3ccccc3N)c2O[C@H]1CN(C)C(=O)NC1CCCCC1,0.1
COc1ccc(CN(C)C[C@H]2Oc3c(NC(=O)Nc4ccc5c(c4)OCO5)cccc3C(=O)N([C@@H](C)CO)C[C@H]2C)cc1,-6.5
CCNC(=O)C[C@@H]1CC[C@H]2[C@@H](COc3ccc(NS(C)(=O)=O)cc3C(=O)N2C)O1,-1.0
O=C(CN1CCOCC1)NCC[C@@H]1CC[C@H](NC(=O)Nc2ccccc2)[C@@H](CO)O1,0.0
COc1cccc(-c2ccc3c(c2)[C@@H]2[C@@H](CCN2C(=O)NC2CCCCC2)[C@@H](CO)N3C)c1,-6.7

Brought forward from above: 4 entries; new compounds follow.
structure,TcdB GH inh
COc1ccc(CN(C)C[C@H]2Oc3c(NC(=O)Nc4ccc5c(c4)OCO5)cccc3C(=O)N([C@@H](C)CO)C[C@H]2C)cc1,-6.5
CCNC(=O)C[C@@H]1CC[C@H]2[C@@H](COc3ccc(NS(C)(=O)=O)cc3C(=O)N2C)O1,-1.0
O=C(CN1CCOCC1)NCC[C@@H]1CC[C@H](NC(=O)Nc2ccccc2)[C@@H](CO)O1,0.0
COc1cccc(-c2ccc3c(c2)[C@@H]2[C@@H](CCN2C(=O)NC2CCCCC2)[C@@H](CO)N3C)c1,-6.7
COc1ccc2c3c(n(C)c2c1)[C@@H](CO)N(Cc1ccccc1)CC31CCN(C(=O)Nc2cccc(F)c2)CC1,1.2
CCC(=O)N1C[C@@H](C)[C@@H](OC)CN(C)C(=O)c2cc(NC(=O)NC(C)C)ccc2OC[C@H]1C,-0.6
C[C@@H]1CCCCO[C@@H](CN(C)C(=O)Nc2ccc(C(F)(F)F)cc2)[C@H](C)CN([C@H](C)CO)C(=O)c2cc(NS(C)(=O)=O)ccc2O1,-0.8
CCCC#Cc1ccc2c(c1)O[C@H](CN(C)C(=O)COC)[C@@H](C)CN([C@H](C)CO)S2(=O)=O,-0.4
Cc1ccc(S(=O)(=O)N(C)C[C@H]2Oc3ncc(C#CCC(C)C)cc3C(=O)N([C@H](C)CO)C[C@@H]2C)cc1,1.0
CO[C@@H]1CN(C)C(=O)c2cc(NS(=O)(=O)CC(F)(F)F)ccc2OC[C@H](C)N(CCC(F)(F)F)C[C@H]1C,0.3
O=C(CCN1CCCCC1)NCC[C@@H]1CC[C@@H](NC(=O)Nc2ccc(Cl)cc2)[C@H](CO)O1,-1.1
C[C@@H]1CN([C@H](C)CO)S(=O)(=O)c2ccc(-c3cncnc3)cc2O[C@@H]1CN(C)Cc1cncnc1,-1.1
O=C(c1cccc(F)c1)N1C[C@@H]2[C@H](c3ccccc31)[C@@H](CO)N2C(=O)C1CCOCC1,0.9
C[C@H](CO)N1C[C@H](C)[C@@H](CN(C)C(=O)c2ccncc2)OCCCC[C@H](C)Oc2ccc(NC(=O)c3ccncc3)cc2C1=O,0.3
O=C(C[C@H]1CC[C@@H]2[C@H](COC[C@@H](O)CN2Cc2nccs2)O1)NCc1ccccc1F,1.8
CC(=O)N(C)C[C@H]1Oc2cc(-c3ccc(C#N)cc3)ccc2S(=O)(=O)N([C@@H](C)CO)C[C@@H]1C,-3.7
CC(C)C#Cc1ccc2c(c1)O[C@@H](CN(C)C(=O)c1ccncc1)[C@@H](C)CN([C@@H](C)CO)S2(=O)=O,0.1
CCCC#Cc1ccc2c(c1)O[C@@H](CN(C)C(=O)c1ccccc1F)[C@H](C)CN([C@@H](C)CO)S2(=O)=O,-2.0
C/C=C/c1ccc(C2[C@@H]3CN(C(=O)C4CC4)C[C@H]2N3)cc1 (stereo partly specified),-0.1&-0.2
C[C@@H]1CCCCO[C@@H](CN(C)C(=O)CCC(F)(F)F)[C@@H](C)CN([C@@H](C)CO)C(=O)c2cc(NC(=O)Cc3ccccc3)ccc2O1,-0.3
CN1C(=O)c2cc(NC(=O)NCc3ccccc3)ccc2OC[C@H]2O[C@@H](CC(=O)NCC3CCCCC3)CC[C@H]21,-4.7
C[C@@H]1CN([C@@H](C)CO)C(=O)c2cc(N(C)C)ccc2O[C@@H]1CN(C)Cc1ccc(C(=O)Nc2ccccc2N)cc1,-12
CO[C@H]1CN(C)C(=O)c2cc(NC(=O)c3cccc(F)c3)ccc2OC[C@H](C)NC[C@H]1C,-7.7
O=C(NC1CCCC1)[C@@H]1[C@@H](CO)[C@@H]2Cn3c(ccc(-c4cccnc4)c3=O)[C@@H]2N1CCc1ccccc1,-0.5
C[C@H](NC(=O)C[C@H]1C[C@@H]2c3cc(NS(C)(=O)=O)ccc3O[C@@H]2[C@@H](CO)O1)c1ccccc1,0.1
CC(C)C[C@H]1COCn2nncc2CC[C@@H](Cc2ccccc2)C(=O)N1,-0.4
C[C@H]1CN([C@@H](C)CO)C(=O)Cc2cc(NC(=O)Nc3ccc(F)cc3)ccc2O[C@H]1CN(C)Cc1ccc(C(F)(F)F)cc1,-0.1
O=C(O)C[C@@H]1C[C@H]2c3cc(NC(=O)Cc4ccncc4)ccc3O[C@H]2[C@@H](CO)O1,-2.1
O=C(Nc1ccccc1F)N[C@@H]1CC[C@H](CCNS(=O)(=O)c2ccc(Cl)cc2)O[C@H]1CO,-0.8
Cc1ccccc1-c1cnc2c(c1)C(=O)N([C@H](C)CO)C[C@@H](C)[C@@H](CN(C)CC1CCOCC1)O2,-1.0
